Gli-Sufu block – antagonists of Gli-Sufu signaling; Sufu-KO-LIGHT fibroblasts, Gli luciferase reporter luminescence; inhibition, % at 5 µM; 340,000 tested, 0.74% active;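 active = inhibition above about 55%, limit read from the data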;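 also: 0% = DMSO-treated cells and 100% = wells with medium but no cells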
UBC13 polyUb – human UBC13 polyubiquitination inhibition; UBC13 polyubiquitin chain formation, TR-FRET; AID 485273; 330,000 tested, 0.47% active; P61088; inhibition, % at 20 µM; in the data active = inhibition above about 45%, passing the limit was not always enough
Jurkat NFkB inh – lowers PMA/ionomycin-induced NF-kB signal in Jurkat cells; PMA/ionomycin-induced NF-kB luciferase reporter, luminescence; inhibition, % at 4 µM; 330,000 tested, 0.53% active
SENP8 block – blocks the human protease SENP8; Q96LD8; purified SENP8, Z-RLRGG-aminoluciferin cleavage, luminescence; inhibition, % at 10 µM; 330,000 tested, 1.2% active; AID 2540
697 NFkB inh – lowers PMA/ionomycin-induced NF-kB signal in 697 B cells | inhibition, % at 4 µM | 697 B-cell NF-kB luciferase reporter, 16 h | 330,000 tested, 0.33% active | AID 435022; in the data active = inhibition above about 35%
CCR6 antagonist – CCR6 (human) receptor antagonism. CHO-K1 CCR6 PathHunter beta-arrestin, luminescence, CCL20-stimulated. 340,000 tested, 0.49% active. P51684. inhibition, % at 20 µM;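 active = compounds whose inhibition of the agonist-driven luminescence signal at 20 µM reaches about 50%, limit read from the data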;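 also: cells stimulated with CCL20 at 14 nM final; plate controls were DMSO with CCL20 for no effect and DMSO without agonist for full effect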
EBI2 block – EBI2 (human) antagonism | AID 651636 | P32249 | inhibition, % at 5 µM | 360,000 tested, 0.81% active | EBI2 beta-arrestin recruitment, luminescence, 7a,25-OHC stimulated; in the data active = inhibition above about 38%;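 also: enzyme fragment complementation signal reports receptor beta-arrestin coupling in cells; 0% = agonist plus DMSO wells and 100% = wells without agonist; some results beyond the cut were filed as inactive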
Apaf1 inhib – inhibitors of human Apaf-1 apoptosome. reconstituted apoptosome caspase-3 activity, DEVD-Rh110 fluorescence. inhibition, % at 20 µM. 330,000 tested, 0.71% active. AID 489030. O14727; active = inhibition of at least 40% at 20 µM;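 also: plate controls were DMSO wells for no effect and DEVD-CHO caspase inhibitor wells for full effect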
Target sequence (O14727 whole entry, looked up): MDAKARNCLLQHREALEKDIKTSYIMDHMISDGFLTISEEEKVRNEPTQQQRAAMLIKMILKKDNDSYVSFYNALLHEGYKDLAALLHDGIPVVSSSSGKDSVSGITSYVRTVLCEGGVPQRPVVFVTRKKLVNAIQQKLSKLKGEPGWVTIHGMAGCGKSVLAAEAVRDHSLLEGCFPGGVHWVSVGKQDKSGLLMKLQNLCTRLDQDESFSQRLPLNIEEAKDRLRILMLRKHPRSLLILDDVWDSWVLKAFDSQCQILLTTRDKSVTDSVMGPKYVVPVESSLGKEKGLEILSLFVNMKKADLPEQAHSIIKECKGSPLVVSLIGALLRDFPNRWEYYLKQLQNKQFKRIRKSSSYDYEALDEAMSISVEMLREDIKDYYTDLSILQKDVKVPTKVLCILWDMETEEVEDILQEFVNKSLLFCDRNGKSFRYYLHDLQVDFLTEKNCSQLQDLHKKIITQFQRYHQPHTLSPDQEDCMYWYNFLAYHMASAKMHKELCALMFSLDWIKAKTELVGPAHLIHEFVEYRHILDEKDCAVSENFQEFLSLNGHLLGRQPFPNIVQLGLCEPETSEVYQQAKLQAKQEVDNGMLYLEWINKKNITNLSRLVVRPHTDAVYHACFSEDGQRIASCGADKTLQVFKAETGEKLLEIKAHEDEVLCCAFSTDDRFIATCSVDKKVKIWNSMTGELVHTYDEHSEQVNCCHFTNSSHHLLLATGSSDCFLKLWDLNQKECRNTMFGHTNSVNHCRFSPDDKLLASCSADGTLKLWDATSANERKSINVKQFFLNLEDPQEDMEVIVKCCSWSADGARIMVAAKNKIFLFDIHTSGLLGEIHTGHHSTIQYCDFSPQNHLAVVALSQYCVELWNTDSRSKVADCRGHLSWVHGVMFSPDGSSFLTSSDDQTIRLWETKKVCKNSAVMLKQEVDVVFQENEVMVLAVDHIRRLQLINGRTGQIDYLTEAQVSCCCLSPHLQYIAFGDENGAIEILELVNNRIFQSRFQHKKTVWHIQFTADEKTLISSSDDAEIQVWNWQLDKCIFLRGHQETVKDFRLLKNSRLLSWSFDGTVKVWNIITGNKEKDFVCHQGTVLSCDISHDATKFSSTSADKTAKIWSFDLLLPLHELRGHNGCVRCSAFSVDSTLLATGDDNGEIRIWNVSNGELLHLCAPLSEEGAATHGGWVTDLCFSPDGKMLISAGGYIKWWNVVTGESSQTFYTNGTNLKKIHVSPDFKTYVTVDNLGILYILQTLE
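Material: reconstituted apoptosome with Apaf-1, cytochrome c, caspase-9, procaspase-3, dATP; medium: pH 7.5 Hepes buffer with CHAPS, BSA, DTT; also added: cytochrome c and DEVD-Rh110 substrate; timing: 30 min plus 50 min, RT; signal: Rh110 fluorescence intensity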
* = called active by the depositor; nt = not tested or not shown. Rule as the data show it, unless noted: active = inhibition above about 50%; inactive = the rest.

item	SMILES	Gli-Sufu block	UBC13 polyUb	Jurkat NFkB inh	SENP8 block
1	COc1ccc(-c2ocnc2C(=O)Nc2ccc3c(c2)CCC3)cc1	-7	9	5	-5
2	CCOc1ccc(S(=O)(=O)NCCC(=O)N(C)CC(=O)Nc2ccc(OC)cc2)cc1	-7	9	13	9
3	CCc1nc(SC)[nH]c(=O)c1C	8	-4	-3	-1
4	COCCCn1nnnc1SCC(=O)Nc1nc(C)c(C)s1	2	5	7	-1
5	Clc1ccc(OCCOCCN2CCCCC2)c(Br)c1	3	4	7	-4
6	CCOC(=O)/C=C/C(=O)Nc1ccc(S(=O)(=O)Nc2cc(C)on2)cc1	-6	-4	0	2
7	CCOc1ccc(C(C)NC(=O)c2cccs2)cc1OCC (stereo not drawn)	2	0	-11	3
8	COCCNC(=O)c1ccc(S(=O)(=O)c2ccc(Cl)cc2)c(NC(C)=O)c1	9	0	9	-1

item	697 NFkB inh	CCR6 antagonist	EBI2 block	Apaf1 inhib
1	7	1	16	7
2	21	8	0	15
3	19	3	-13	1
4	7	-7	-3	-9
5	4	12	-10	2
6	5	4	-2	3
7	-1	0	-7	-7
8	9	-2	1	-2

(further entries)
item	SMILES	Gli-Sufu block	UBC13 polyUb	Jurkat NFkB inh	SENP8 block
9	O=C1NC2(CCCCCC2)C(=O)N1CCS(=O)(=O)Oc1ccccc1	-6	2	3	3
10	COc1ccc(C(CNC(=O)c2ccc(S(=O)(=O)N(C)C)cc2)N2CCCCC2)cc1 (stereo not drawn)	36	13	-6	-1
11	Cc1cccc(N(Cc2ccccc2)C(=O)c2ccc(F)c(S(=O)(=O)N3CCOCC3)c2)c1	12	1	11	0
12	O=C(NCc1ccccc1)C1(c2ccccc2)CCN(S(=O)(=O)c2ccccc2)CC1	6	16	6	6
13	CCc1nnc(NS(=O)(=O)c2ccc(NC(=O)c3ccc(S(=O)(=O)N(CC)CC)cc3)cc2)s1	-24	-5	20	8
14	COc1ccc(OCC(O)CNC(=O)Nc2ccc(F)cc2)cc1 (stereo not drawn)	1	-5	-3	2
15	CC(C(=O)OCC(=O)c1ccc(Br)cc1)N1C(=O)C2C3C=CC(C3)C2C1=O (stereo not drawn)	26	1	-1	1
16	C=CCNC(=O)CC(=O)N/N=C/c1ccccc1F	-1	-1	6	2

item	697 NFkB inh	CCR6 antagonist	EBI2 block	Apaf1 inhib
9	14	10	-6	-1
10	9	4	-7	-7
11	-12	22	8	24
12	12	-6	4	-2
13	21	-2	1	6
14	11	-1	26	-4
15	8	6	11	6
16	-3	-11	-3	-1

Next part:
item	SMILES	Gli-Sufu block	UBC13 polyUb	Jurkat NFkB inh	SENP8 block
17	COc1ccccc1C(CNC(=O)c1ccc(NS(=O)(=O)c2ccc3c(c2)OCCO3)cc1)N(C)C (stereo not drawn)	0	5	6	-7
18	Cc1ccccc1OC(C)C(=O)NCc1cccnc1 (stereo not drawn)	0	-2	3	-3
19	CC(C)N(Cc1ccccc1)C(=S)NCc1ccccc1	2	-3	-6	-4
20	O=S1(=O)CCOC[C@H](Cc2ccccc2)N1Cc1ccc(Cl)cc1	26	-2	4	-5
21	COc1ccc(NC(=O)CN(C)C(=O)c2ccc(N3CCOCC3)c([N+](=O)[O-])c2)cc1	-6	-12	16	-1
22	CCN(CC)S(=O)(=O)c1cccc(NC(=O)Nc2cccc(C(F)(F)F)c2)c1	24	7	16	5
23	NC(=O)CC(NC(=O)c1ccccc1)c1ccc(N2CCC(Cc3ccccc3)CC2)c([N+](=O)[O-])c1 (stereo not drawn)	63*	-15	34	-8
24	C=CCNC(=O)C1CC(=O)N(c2ccc(OCC(=O)Nc3c(C)cccc3C)cc2)C1 (stereo not drawn)	7	2	13	-1

item	697 NFkB inh	CCR6 antagonist	EBI2 block	Apaf1 inhib
17	-9	1	0	13
18	3	11	-8	-9
19	-11	17	0	9
20	-9	9	-10	18
21	3	4	-14	2
22	-40	-3	16	5
23	19	21	1	19
24	-10	7	9	-1

(continued)
item	SMILES	Gli-Sufu block	UBC13 polyUb	Jurkat NFkB inh	SENP8 block
25	Cc1cccc(NC(=O)CSc2nnc(CCCCCNC(=O)OC(C)(C)C)o2)c1C	-6	5	3	7
26	O=C(CSc1nnnn1-c1cccc(Cl)c1)Nc1ccc2c(c1)CCC2	nt	-16	-5	-11
27	CC(OC(=O)CCN1C(=O)C2CC=CCC2C1=O)C(=O)Nc1cccc(C#N)c1 (stereo not drawn)	-5	4	0	-2
28	CCC(C)c1ccc(N(C(=O)c2ccco2)C(C(=O)NC2CCCC2)c2cccnc2)cc1 (stereo not drawn)	-5	-2	-33	-3
29	Cc1ccccc1C(=O)OC(C)C(=O)NCc1ccc2c(c1)OCO2 (stereo not drawn)	0	10	1	-4
30	O=C(N/C(=C\c1ccc(Br)cc1)C(=O)N1CCOCC1)c1ccccc1Cl	-8	-2	4	-2
31	O=C(Nc1ccnn1C1CCN(C2CCCC2)CC1)c1ccccc1Cl	-10	-8	-13	-14
32	CCOC(=O)CCc1c(C)c2ccc3c(c2oc1=O)CN(CCCO)CO3	9	15	2	-1

item	697 NFkB inh	CCR6 antagonist	EBI2 block	Apaf1 inhib
25	0	-2	4	-2
26	-6	nt	nt	4
27	1	4	1	1
28	-14	13	4	20
29	19	9	-11	-15
30	2	-1	3	1
31	-3	-3	-4	-3
32	-1	1	-15	8

Later entries
item	SMILES	Gli-Sufu block	UBC13 polyUb	Jurkat NFkB inh	SENP8 block
33	CCCc1cc(=O)[nH]c(SCC(=O)NC2CCCCCCC2)n1	-11	2	-9	1
34	Cc1cc(C(=O)NNC(=S)NCC2CCCO2)cs1 (stereo not drawn)	0	13	-11	-1
35	O=C(N/N=C1\CCCCc2ccccc21)c1ccccn1	-22	-2	-57	-2
36	Cc1ccc(N(C(=O)Cn2nnc(-c3ccc(F)cc3)n2)C(CC(C)C)C(=O)NCC2CCCO2)cc1 (stereo not drawn)	7	-7	-3	-3
37	CCOc1ccc(N(C(=O)c2cnsn2)C(C(=O)NC2CCCCC2)c2ccncc2)cc1 (stereo not drawn)	-6	-7	-1	-2
38	COc1ccc(OCC(=O)NNC(=S)NC(=O)C2CCCCC2)cc1	nt	0	-13	2
39	CC(=O)Nc1cc(S(=O)(=O)Nc2ccccc2)c(C)cc1C	-4	6	3	5
40	Cc1ccc(/C=C/C(=O)Nc2sc(C)c(C)c2C(=O)OC(C)C)o1	-4	-17	-2	-7

item	697 NFkB inh	CCR6 antagonist	EBI2 block	Apaf1 inhib
33	22	8	13	3
34	-2	-2	-2	-8
35	-43	20	-22	1
36	27	-18	12	13
37	-5	2	8	14
38	7	nt	11	9
39	12	10	-11	4
40	5	11	19	21

(more compounds)
item	SMILES	Gli-Sufu block	UBC13 polyUb	Jurkat NFkB inh	SENP8 block
41	CNC[C@@H](Cc1ccccc1)NC[C@@H](CC1CCCCC1)NCCCc1ccccc1	8	93*	91*	-10
42	Cc1ccc(NC(=O)c2nc3nccc(C)n3n2)c(C)c1	-48	-8	-18	-7
43	CC(=O)Nc1cccc(Oc2nc(C(F)(F)F)nc3ccccc23)c1	26	2	4	8
44	N#Cc1cccc(NS(=O)(=O)c2ccc(S(=O)(=O)N3CCOCC3)cc2)c1	1	-4	13	-5
45	O=C(CSc1nc2ccccc2o1)N1c2ccccc2Sc2ccc(C(F)(F)F)cc21	6	0	2	3
46	O=C(NCc1ccco1)C(c1ccc(F)cc1)N(C(=O)Cc1cccs1)c1cccnc1 (stereo not drawn)	2	-1	1	1
47	O=C(N/N=C/c1ccc(F)cc1)c1cccc(NC(=O)c2ccccc2Cl)c1	-54	2	-9	2
48	COc1cccc2c(=O)n(CC(=O)N3CCc4ccccc43)ccc12	-1	4	7	12

item	697 NFkB inh	CCR6 antagonist	EBI2 block	Apaf1 inhib
41	22	41	-27	23
42	-22	-3	-4	-4
43	6	11	-22	5
44	23	2	-5	-5
45	-20	15	24	5
46	16	0	2	-2
47	21	-2	-3	9
48	18	6	4	-2

(listing goes on)
item	SMILES	Gli-Sufu block	UBC13 polyUb	Jurkat NFkB inh	SENP8 block
49	CCOCCCNC(=O)c1cc2c(=O)n3cccc(C)c3nc2n1C	0	9	58*	4
50	CC1CCCC(C)N1C(=O)CSc1nc2ccccc2c(=O)[nH]1 (stereo not drawn)	-31	-12	-21	-10
51	O=C(c1cccc(Cl)c1)N1CCCc2ccccc21	3	0	9	7
52	O=C(Cc1cccs1)Nc1nc2c(ccc3ccccc32)s1	11	0	-31	-15
53	O=C(Nc1ccccc1)C1CCN(C(=O)c2ccc(Br)cc2)CC1	-28	-1	-7	5
54	Cc1ccc(CCNC(=O)CNC(=S)N(Cc2ccccc2)Cc2cccnc2)cc1	-2	4	4	-5
55	Cc1ccc(CNC(=O)C2CCC(CNc3c(N4CCC(C)CC4)c(=O)c3=O)CC2)cc1 (stereo not drawn)	4	-4	25	7
56	O=C(c1cc2c(=O)n3ccccc3nc2s1)N1CCN(Cc2ccc3c(c2)OCO3)CC1	-3	17	-4	-2

item	697 NFkB inh	CCR6 antagonist	EBI2 block	Apaf1 inhib
49	-12	-14	-1	3
50	10	5	-6	12
51	10	5	9	5
52	-2	-15	6	20
53	12	11	29	9
54	2	15	7	3
55	22	9	84*	-14
56	10	-6	4	1

9 entries from above in a different format:
48. COc1cccc2c(=O)n(CC(=O)N3CCc4ccccc43)ccc12
49. CCOCCCNC(=O)c1cc2c(=O)n3cccc(C)c3nc2n1C
50. CC1CCCC(C)N1C(=O)CSc1nc2ccccc2c(=O)[nH]1 (stereo not drawn)
51. O=C(c1cccc(Cl)c1)N1CCCc2ccccc21
52. O=C(Cc1cccs1)Nc1nc2c(ccc3ccccc32)s1
53. O=C(Nc1ccccc1)C1CCN(C(=O)c2ccc(Br)cc2)CC1
54. Cc1ccc(CCNC(=O)CNC(=S)N(Cc2ccccc2)Cc2cccnc2)cc1
55. Cc1ccc(CNC(=O)C2CCC(CNc3c(N4CCC(C)CC4)c(=O)c3=O)CC2)cc1 (stereo not drawn)
Assay by compound,48,49,50,51,52,53,54,55
Gli-Sufu block,-1,0,-31,3,11,-28,-2,4
UBC13 polyUb,4,9,-12,0,0,-1,4,-4
Jurkat NFkB inh,7,58*,-21,9,-31,-7,4,25
SENP8 block,12,4,-10,7,-15,5,-5,7
697 NFkB inh,18,-12,10,10,-2,12,2,22
CCR6 antagonist,6,-14,5,5,-15,11,15,9
EBI2 block,4,-1,-6,9,6,29,7,84*
Apaf1 inhib,-2,3,12,5,20,9,3,-14

56. O=C(c1cc2c(=O)n3ccccc3nc2s1)N1CCN(Cc2ccc3c(c2)OCO3)CC1
Assay by compound,56
Gli-Sufu block,-3
UBC13 polyUb,17
Jurkat NFkB inh,-4
SENP8 block,-2
697 NFkB inh,10
CCR6 antagonist,-6
EBI2 block,4
Apaf1 inhib,1

Source: PubChem (Sanford-Burnham Center for Chemical Genomics)

Only part of the results is shown; the hit share may differ from the screen's.
